# Screening results deposited in PubChem by The Scripps Research Institute Molecular Screening Center.
# MMP13 inhibition = MMP13 inhibitors among fluorescent compounds, confirmation, biochemical, possible fluorescent artifacts, delta fluorescence (AID 734). Collagenase 3 (Homo sapiens). MMP13 fTHP FRET cleavage, delta fluorescence 4 h; active compounds read high. inhibition, %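 (each compound tested at 4 µM nominal in triplicate)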. 5,100 tested, under 10 active;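 active = inhibition above the mean inhibition over all tested compounds plus 3 SD, cut at about 75% in these data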;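 also: 0% = DMSO only wells and 100% = 8 µM reference MMP13 inhibitor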
# Starred values were filed as active, the others as inactive. A portion of the library; rates above refer to the full screens.
# Start of the data: the first 2 compounds, to show the layout:
SMILES,MMP13 inhibition
CCOC(=O)c1cc2c(cn1)[nH]c1ccccc12,4.2
CCC(C)NC(=O)c1c(N)n(CC2CCCO2)c2nc3ccccc3nc12 (stereo not given),-3.7

# All compounds of this part, previewed entries included:
SMILES,MMP13 inhibition
CCOC(=O)c1cc2c(cn1)[nH]c1ccccc12,4.2
CCC(C)NC(=O)c1c(N)n(CC2CCCO2)c2nc3ccccc3nc12 (stereo not given),-3.7
CN(C)c1cc(N)c2c(n1)CCC2 (tested in a mixture with another compound),6.3
CCOC(=O)c1c(N)n(Cc2ccccc2)c2nc3ccccc3nc12,-19.1
COC(=O)COc1cc(C)cc2oc(=O)c3c(c12)CCCC3,2.6
c1ccc2c(c1)[nH]c1cnccc12,-39.8

# As entered above:
# For MMP13 inhibition, `CN(C)c1cc(N)c2c(n1)CCC2` (tested in a mixture with another compound) is entered as 6.3
# For MMP13 inhibition, `COC(=O)COc1cc(C)cc2oc(=O)c3c(c12)CCCC3` is entered as 2.6
